# Source: PubChem (several laboratories)
# KCNK3 inh: human KCNK3 channel inhibition, primary screen; CHO-KCNK3 thallium flux, FluxOR fluorescence; hits give low values; B-score at 10 µM; actives 0.84% (n = 340,000); O14649;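 active = B-score under library mean minus 4 SD, starting fluorescence ratio at most library mean plus 5 SD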;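 note: more negative B-score means stronger inhibition of thallium flux through KCNK3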
# RGS4 pot: potentiators or activators of RGS4; HEK293 M3R/inducible RGS4, carbachol calcium flux Fluo4; hits give low values; B-score at 10 µM; actives 0.92% (n = 310,000); AID 463111;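 active = B-score of the integrated calcium signal more than 4 SD below the library mean, with starting fluorescence not abnormally high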;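 note: negative B-score means reduced calcium response which marks RGS4 activation or potentiation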
#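 Assay system: Inducible-RGS4 HEK293 cells carrying M3 receptor | Schedule: Compound preincubation 20 min at room temperature before agonist | Signal: Kinetic calcium fluorescence imaging with Fluo4-AM dye, 2 µM | Read-out basis: B score from integrated fluorescence ratio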
# KCNK9 block: blocks the human KCNK9 two-pore domain potassium channel; Q9NPC2; HEK293 KCNK9, FluxOR thallium flux fluorescence; hits give low values; B-score at 10 µM; actives 1.2% (n = 310,000); AID 488922;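 active = ratio B-score over 3 SD below the library mean, with starting fluorescence within 5 SD of its mean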;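 note: negative B-score means less thallium flux so channel inhibition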
# ANO1 block: inhibitors of mouse TMEM16A calcium-activated chloride channel | Q8BHY3 | normalized B-score (activity score, 25-100; higher = stronger inhibition) at 10 µM | actives 1.2% (n = 310,000) | HEK293 TMEM16A/YFP iodide influx fluorescence, ionomycin | AID 588511;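 active = ratio plate-corrected score three or more library SD toward inhibition, starting fluorescence score within five deviations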;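 note: score derived from kinetic fluorescence span divided by baseline fluorescence per well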
# RGS4 inh: human RGS4 inhibition; AID 463165; B-score at 10 µM; HEK293 M3R/RGS4 inducible, Fluo-4 calcium flux; hits give high values; triggered by carbachol at its EC20; actives 0.45% (n = 310,000);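 active = B-score, a plate-corrected calcium signal, over three deviations above library mean, with baseline fluorescence within five deviations of library mean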;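 note: RGS4 expression induced by doxycycline in cells with stable M3 receptor; B-score is computed from the integrated fluorescence ratio over baseline after carbachol; higher B-score means a larger calcium signal and so more RGS4 inhibition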
# KCNQ1 pot: human KCNQ1 channel potentiation or activation; P51787; CHO-K1 KCNQ1, thallium flux FluxOR fluorescence; hits give high values; B-score at 10 µM; actives 0.35% (n = 310,000);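 active = fluorescence ratio B-score, a plate-corrected score, at least three library SD, with initial intensity B-score within 5 SD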
#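 assay system = KCNQ1-transfected CHO-K1 cells | medium = assay buffer with matched DMSO | probe or stimulus = depolarizing K+/Tl+ stimulus, K2SO4 and Tl2SO4 each 12.5 mM in 5x stock | dosing = single dose | incubation = dye 90 min, compound 20 min, room temperature | detection = kinetic FluxOR fluorescence, 10 s baseline plus 110 s post-stimulus | evaluation = ratio B score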
# KCNQ1 inh: inhibitors of human KCNQ1 potassium channel; AID 2642; B-score at 10 µM; actives 1.3% (n = 310,000); CHO-K1 KCNQ1, FluxOR thallium flux fluorescence; hits give high values;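 active = compounds whose thallium flux B-score, printed positive for inhibition, exceeds three library SD while starting fluorescence stays within three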;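 note: channel opened by potassium depolarization with thallium stimulus after 20 min compound exposure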
# hERG protect: hERG (human) protection from proarrhythmic block; Q12809; CHO-hERG, FluxOR thallium flux, dofetilide IC70 present; activation (rescue from dofetilide block), less the hit threshold, % at 10 µM; actives 0.51% (n = 310,000); AID 1511;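 active = activation above the mean of controls blocked by dofetilide plus 5 SD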;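 note: thallium influx through hERG after potassium depolarization seen as dye fluorescence rise; in these data hits start at about 4.7%; inactives centre near -7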
# Target sequence (Q12809 whole entry, looked up): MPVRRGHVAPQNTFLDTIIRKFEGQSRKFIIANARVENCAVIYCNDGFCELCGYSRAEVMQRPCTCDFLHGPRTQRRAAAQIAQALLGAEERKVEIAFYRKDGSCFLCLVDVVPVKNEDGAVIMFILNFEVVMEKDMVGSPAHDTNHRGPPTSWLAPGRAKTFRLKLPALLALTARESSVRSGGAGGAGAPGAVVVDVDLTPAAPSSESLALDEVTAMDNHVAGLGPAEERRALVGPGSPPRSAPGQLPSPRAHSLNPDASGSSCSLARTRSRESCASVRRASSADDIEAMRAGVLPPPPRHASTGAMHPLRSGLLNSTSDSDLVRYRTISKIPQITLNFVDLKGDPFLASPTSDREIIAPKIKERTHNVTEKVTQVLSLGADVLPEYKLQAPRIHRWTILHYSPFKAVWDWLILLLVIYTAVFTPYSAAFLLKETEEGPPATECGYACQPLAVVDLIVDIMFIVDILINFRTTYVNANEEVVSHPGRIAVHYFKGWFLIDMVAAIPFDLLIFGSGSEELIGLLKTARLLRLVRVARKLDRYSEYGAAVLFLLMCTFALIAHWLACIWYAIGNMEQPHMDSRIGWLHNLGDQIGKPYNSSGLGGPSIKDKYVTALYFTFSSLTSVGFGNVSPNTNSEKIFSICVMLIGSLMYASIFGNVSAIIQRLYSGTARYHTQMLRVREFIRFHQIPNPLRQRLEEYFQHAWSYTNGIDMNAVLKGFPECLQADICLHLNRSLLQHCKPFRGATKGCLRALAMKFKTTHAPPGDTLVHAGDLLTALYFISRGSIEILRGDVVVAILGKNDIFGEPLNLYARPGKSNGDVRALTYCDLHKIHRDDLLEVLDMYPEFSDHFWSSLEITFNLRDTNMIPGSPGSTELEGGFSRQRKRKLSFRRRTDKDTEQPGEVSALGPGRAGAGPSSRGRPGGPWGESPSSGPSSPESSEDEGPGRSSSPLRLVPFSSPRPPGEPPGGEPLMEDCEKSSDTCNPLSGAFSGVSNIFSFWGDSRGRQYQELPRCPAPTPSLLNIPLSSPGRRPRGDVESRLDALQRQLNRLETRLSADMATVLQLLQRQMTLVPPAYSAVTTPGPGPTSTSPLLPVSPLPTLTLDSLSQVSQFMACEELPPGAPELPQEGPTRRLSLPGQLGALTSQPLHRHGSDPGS
# TMEM16A act: activates or potentiates the mouse TMEM16A chloride channel. B-score at 10 µM. AID 623877. HEK293 TMEM16A/YFP-H148Q/I152L, iodide quench fluorescence; hits give low values. actives 0.3% (n = 340,000);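 active = fluorescence-ratio B-score plate-corrected deviation score at least 3 library SD below zero, with starting fluorescence score within 5 deviations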;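 note: channel opened by trigger with iodide after compound preincubation; score built on the fluorescence ratio of max minus min over baseline; more negative score means more quench and so TMEM16A activation or potentiation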
# SKKanGAS inh: SKKanGAS growth inhibition. S. pyogenes SKKanGAS, kanamycin growth, BacTiter-Glo, 6 h. inhibition, % at 7.5 µM. actives 1.3% (n = 300,000);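 active = mean replicate score, as percent of positive control median, at least 50; inconclusive = mean below 50 but one replicate at or above 50; inactive = mean and every replicate below 50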;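 note: strain carries kanamycin resistance gene driven by streptokinase promoter and grows in 40 µg/ml kanamycin; loss of luminescence reflects streptokinase promoter inhibition or plain growth inhibition; 0% = median of DMSO wells and 100% = positive control at its reference dose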
# HDAC3 inh: human HDAC3 inhibition; O15379; recombinant HDAC3, fluorogenic peptide/trypsin coupled, fluorescence; inhibition, % at 8.3 µM; actives 0.15% (n = 320,000); AID 2718; in the data active = inhibition above about 26%, passing the limit was not always enough; inconclusive = no clear call, values can overlap the other calls
# * marks the source's active call; other numbers are inactive results; i = inactive; ? = inconclusive; . = no result given. The order is random; 6.3% or so of the library scored in one or more.
SMILES,KCNK3 inh,RGS4 pot,KCNK9 block,ANO1 block,RGS4 inh,KCNQ1 pot,KCNQ1 inh,hERG protect,TMEM16A act,SKKanGAS inh,HDAC3 inh
CN(C)C(CNS(=O)(=O)c1ccc(Br)cc1)c1cccnc1 (configuration not stated),i,i,i,i,i,i,i,-2,i,1,0
Cc1ccc(C2=CSC3=NS(=O)(=O)CCN23)cc1C,i,i,i,i,i,i,i,-10,i,-1,5
Cc1ccc(-n2nnnc2CNC(=O)C2CC(=O)N(c3ccccc3)C2)cc1C (configuration not stated),i,i,i,i,i,i,i,-13,i,-6,4
COc1ccc(C(=O)CSc2n[nH]c(=O)[nH]c2=O)cc1,i,i,i,i,i,i,i,-1,i,9,-1
COCCNC(=O)c1cnn2c(C(F)F)cc(-c3ccc(C)cc3)nc12,i,i,i,i,i,i,i,-7,i,-7,0
O=C(CSc1ccccn1)Nc1ccc2ccccc2c1,.,i,i,i,i,i,i,-13,.,-1,-5
Cc1cc(/C=C2\SC(=O)NC2=O)c(C)n1-c1ccc(N(C)C)cc1,i,i,i,i,i,i,i,-3,i,4,1
CC1(C)CC(=O)c2cc(OCC(=O)NCC3CCCO3)ccc2O1 (configuration not stated),i,i,i,i,i,i,i,-11,i,0,-21
COc1ccc2nc(C)cc(Nc3ccc(N4CCN(C)CC4)cc3)c2c1,i,i,i,i,i,i,i,-10,i,7,7
CCCn1c2ccccc2c2cnn(CC(=O)N(CC)CC)c(=O)c21,i,i,i,i,i,i,i,-5,i,-3,-8
Cc1cccc(OCCSc2nc(N)cc(N)n2)c1,i,i,i,i,i,i,i,-8,i,20,14
CCOCCCNS(=O)(=O)c1ccc(NC(=O)c2ccc(OC)c([N+](=O)[O-])c2)cc1,i,i,i,i,i,i,i,-5,i,-3,?
CCOC(=O)C1=C(C)NC(=O)NC1c1cn(-c2ccccc2)nc1-c1cccs1 (configuration not stated),i,i,i,i,i,i,i,-2,i,-6,11
Cc1cc(C)c(Cn2c(=O)n(CCCC(=O)NCc3ccco3)c(=O)c3sccc32)c(C)c1,i,i,i,i,i,i,i,-10,i,-2,-2
CCN(CC)S(=O)(=O)c1ccc(C(=O)Nc2ccc(Cc3ccncc3)cc2)cc1,i,i,i,100*,i,i,i,-13,i,17,1
COc1cc(/C=C/c2[nH]c(=O)[nH]c(=O)c2[N+](=O)[O-])ccc1OCCC(C)C,i,i,i,i,i,i,i,-6,i,15,-2
O=C(C[n+]1ccc2ccccc2c1)c1ccccc1,i,i,i,i,i,i,i,-3,i,4,.
C#CC[N+](C)(C)CCCCCCCCCC,i,i,i,i,i,i,i,-14,i,3,-2
CCCCc1nnc(NC(=O)C(C)Sc2nc(C)cc(=O)[nH]2)s1 (configuration not stated),i,i,i,i,i,i,i,-1,i,-5,-3
CN(C)c1ccc(-c2cc([C@H]3[C@@H]4C=CCC[C@@]4(C)C(=O)N3Cc3ccccc3)ccc2F)cc1,i,i,i,i,i,i,i,-1,i,30,0
O=S1(=O)CC2N=C(N(Cc3c(F)cccc3Cl)c3ccccc3F)SC2C1 (configuration not stated),i,i,i,i,i,i,i,0,i,-1,0
O=C(c1cnc(N2CCN(c3ccccn3)CC2)c2ccccc12)N1CCN(c2cccc(Cl)c2)CC1,-9.3*,i,i,i,i,i,10*,-3,i,18,-7
CCN(CC)CCCNC(=O)C1c2cc(OC)c(OC)cc2C(=O)N(C)C1c1cccnc1 (configuration not stated),i,i,i,i,i,i,i,-8,i,-10,0
Cc1ccc(Sc2c(C)nn(C(=O)C3CC3)c2C)cc1,i,i,i,i,i,i,i,-4,i,16,6
CC(C)OCCCNCc1cccs1,i,i,i,i,i,i,i,-2,i,1,-3
CC(C)NS(=O)(=O)c1ccc(CCC(=O)N2CCCC2)cc1,i,i,i,i,i,i,i,-5,i,4,-7
CC(C)(C)NCC1(CO)SC(N)=NC1=O (configuration not stated),i,i,i,i,i,i,i,-7,i,-11,-2
CCCCCNCC(=O)Nc1cc(C(F)(F)F)ccc1OCCOC,i,i,-8.5*,i,i,i,i,-11,i,-4,-2
CCOc1ccc(S(=O)(=O)N2CCCCC2)cc1NC(=O)c1c(CC)noc1C,i,i,i,i,i,i,i,-10,i,1,-6
O=C(CN1CCOCC1)NNc1c2ccccc2nc2ccccc12,i,i,i,i,i,i,i,-6,i,6,2
Cc1c(Cl)c([N+](=O)[O-])nn1CC(=O)N1CCCc2ccccc21,i,i,i,i,i,i,i,-9,i,5,1
O=c1ccnc(SCCc2ccc([N+](=O)[O-])cc2)[nH]1,i,i,i,i,i,i,i,-10,i,5,0
CCOC(=S)SCC(=O)Nc1nccs1,i,i,i,i,i,i,i,-17,i,4,-3
COc1ccccc1NC(=O)C1CCCN(S(=O)(=O)c2ccc(-n3cnnn3)cc2)C1 (configuration not stated),i,i,i,i,i,i,i,-8,i,-2,-3
CCOc1ccc(NC(=O)C2CCCN(c3cnccn3)C2)cc1 (configuration not stated),i,i,i,i,i,i,i,-8,i,-4,5
Cc1c(C)c2c(OCC(=O)Nc3ccc(CCO)cc3)cc3c(c2oc1=O)CCC(C)(C)O3,i,i,i,i,i,i,i,-13,i,24,-32
Cc1cc(S(=O)(=O)NC2CCCC2)ccc1-n1cnnn1,i,i,i,i,i,i,i,-6,i,-2,1
CCc1nc2ccc(C(=O)NCCCN3CCN(c4ccccc4F)CC3)cc2nc1CC,i,i,i,i,i,i,i,-10,i,-3,-3
CCn1cc(/C=N\NC(=O)Cc2ccc([N+](=O)[O-])cc2)c(C)n1,i,i,i,i,i,i,i,-11,i,1,1
CCn1cc(C(=O)NCc2ccco2)c(=O)c2cc(S(=O)(=O)N3CCCCCC3)ccc21,i,i,i,i,i,i,i,-12,i,-4,12
COc1cccc(/C=N/NC(=O)c2cc3c(OC)cccc3[nH]2)c1OC,i,i,i,i,i,i,i,-9,i,-3,-10
O=[N+]([O-])c1ccc(COc2cccc3cccnc23)cc1,i,i,i,i,i,i,i,-7,i,-8,-3
ONC(=Nc1ccc(Cl)cc1)c1ccccc1,i,i,i,i,i,i,i,-12,i,-1,2
O=C(NNc1nc2ccccc2s1)c1ccc(F)cc1,i,i,i,i,i,i,i,-11,i,-1,.
COc1ccc(NC(=O)CSc2nnc(-c3ccco3)c(-c3ccco3)n2)cc1OC,i,i,i,i,i,i,i,-6,i,1,10
O=C(CCc1nnc2n(Cc3ccccc3)c(=O)c3ccccc3n12)NCCCN1CCCCC1,i,i,i,i,i,i,i,-7,i,-1,-6
CNC(=O)c1sc(Nc2cc(C)ccc2C)nc1C,i,i,i,i,i,i,i,-5,i,9,-2
CN(C)S(=O)(=O)c1cccc(C(=O)NC(=S)N(CCC#N)Cc2cccnc2)c1,i,i,i,i,i,i,i,-10,i,-2,1
COCCn1c(SCc2nc3cc(OC)c(OC)cc3c(=O)[nH]2)nnc1-c1ccncc1,i,i,i,i,i,i,i,-7,i,4,-4
CN(Cc1ccccc1F)Cc1cc(=O)oc2cc(O)c(Cl)cc12,i,i,i,i,i,i,i,-10,i,23,-115

# (more compounds)
SMILES,KCNK3 inh,RGS4 pot,KCNK9 block,ANO1 block,RGS4 inh,KCNQ1 pot,KCNQ1 inh,hERG protect,TMEM16A act,SKKanGAS inh,HDAC3 inh
Cc1cc(NC(=O)CN(C)C)c([N+](=O)[O-])cc1C,i,i,i,i,i,i,i,-12,i,1,5
CCCCC1CCC(C(=O)N(CC(C)C)c2c(N)n(Cc3ccccc3)c(=O)[nH]c2=O)CC1 (configuration not stated),.,i,i,i,i,i,i,-9,.,-10,2
O=C(NCCc1csc(-c2cccc(F)c2)n1)c1ccco1,i,i,i,i,i,i,i,-12,i,-7,6
Cc1ccc(C)c(NC(=O)CN(C)C(=O)c2cc(-c3cccs3)nn2-c2ccccc2)c1,i,i,i,i,i,i,i,-19,i,28,1
O=C(COc1ccccc1/C=C1\SC(=O)NC1=O)Nc1ccccc1,i,i,i,i,i,i,i,-9,i,?,3
CCOC(=O)C1CCCN(Cc2ccc(OCc3ccccc3)cc2)C1 (configuration not stated),i,i,i,i,i,i,i,-7,i,2,0
COCCn1c(SCC(=O)Nc2cc(C)on2)nc2c(c1=O)SCC2,i,i,i,i,i,i,i,-10,i,1,.
Cc1cc(C)nc(NC2=NCC(=O)N2c2ccc3c(c2)OCCO3)n1,i,i,i,i,i,i,i,-10,i,-2,0
COc1ccc(/C=C(\C#N)C(=O)N2CCOCC2)cc1Br,i,i,i,i,i,i,i,-4,i,0,.
COc1cccc(OCC(O)CN2CCN(c3ccc(Cl)cc3)CC2)c1 (configuration not stated),i,i,i,i,i,i,i,-12,i,-2,6
Cc1cc(C)cc(-n2c(C)cc(/C=N/NC(=O)CN(c3c(C)cccc3C)S(C)(=O)=O)c2C)c1,i,i,i,i,i,i,i,0,i,15,.
CN(C)S(=O)(=O)c1cccc(NC(=O)CCCc2nc3ccccc3c(=O)[nH]2)c1,i,i,i,i,i,i,i,-2,i,-4,.
Cc1ccc(Cn2c(C3CCCN3c3nc(C)cs3)nc3cc(C(F)(F)F)ccc32)cc1 (configuration not stated),i,i,-15*,i,i,i,i,-15,i,34,18
CCCOc1ccc(NC(=O)C2CCCNC2=O)cc1 (configuration not stated),i,i,i,i,i,i,i,-9,i,11,-8
COc1cc(CN2CCCCCC2)c([N+](=O)[O-])cc1OC,i,i,i,i,i,i,i,-1,i,-3,7
Cc1c(C=Nc2ccc(S(=O)(=O)N(C)C)cc2)c(O)[nH]c(=O)c1C#N,i,i,i,i,i,i,i,-7,i,-8,-1
CCOC(=O)c1c(NC(=O)CC(C)C)sc(C(C)=O)c1C,i,i,i,i,i,i,i,-12,i,-5,-3
Cc1cc(C)c2c3c(sc2n1)C(=O)N(C)CC(=O)N3,i,i,i,i,i,i,i,-3,i,9,6
CN1CCN(S(=O)(=O)c2cccc(C(=O)N(Cc3nnc(-c4ccccc4Cl)o3)C3CC3)c2)CC1,i,i,i,i,i,i,i,-14,i,2,0
